# All columns: NCI-60 one-dose screen, growth in % after 48 h at 10 µM unless noted; 100 = growth as untreated, 0 = no growth, -100 = all killed.
# MCF7 – MCF7 breast cancer; 6.3% of 82,000 active
# MDA-MB-231 – MDA-MB-231 breast cancer; 5% of 81,000 active; AID 1794789
# MOLT-4 – MOLT-4 leukemia cells; 6.9% of 80,000 active
# K-562 – K-562 leukemia; 7.4% of 78,000 active
# RPMI-8226 – RPMI-8226 leukemia cells | 7.5% of 77,000 active
# MDA-MB-435 – MDA-MB-435 melanoma. 7.8% of 82,000 active. AID 1794794
# SR – SR leukemia cells | 8.7% of 73,000 active | AID 1794780
# MDA-MB-468 – MDA-MB-468 breast cancer; 8.5% of 78,000 active; AID 2202374
# * = called active by the depositor; . = no result given. The calls were made as follows: active = growth percent below 10; inactive = the rest.
SMILES,MCF7,MDA-MB-231,MOLT-4,K-562,RPMI-8226,MDA-MB-435,SR,MDA-MB-468
CSC1=NC(c2ccc([N+](=O)[O-])cc2)C(C(C)=O)=C(C)N1 (stereo not drawn),96,96,105,99,107,103,96,101
Cc1cc([N+](=O)[O-])c(Cl)cc1N,101,109,108,109,116,94,114,100
C1CCN(c2nc(=[N+]3CCCCC3)ss2)CC1,94,109,98,102,98,107,99,91
CCOC(=O)c1cnn2c1NC(c1ccc(F)cc1)C2 (stereo not drawn),94,99,122,108,101,98,94,96
CCOC(=O)C1=C(CSc2nnc(-c3ccccc3)o2)N(C)C(=O)NC1c1ccccc1 (stereo not drawn),89,91,72,66,80,105,85,83
Cc1cc2ccccc2c[n+]1CC(=O)c1ccc2ccccc2c1,50,41,46,22,18,24,62,41
COC(=O)C1=C(O)C(=O)C(C(=O)OC)N1Cl (stereo not drawn),90,98,105,103,100,109,94,86
COc1cc2c3c(c4c5ccccc5[nH]c4c2c(OC)c1OC)C(=O)N(CCO)C3=O,92,102,105,97,112,103,98,122
CC1(C)C=Cc2c(cc3occ(-c4ccc(O)cc4)c(=O)c3c2O)O1,83,96,74,95,112,103,95,96
CC(C)Cc1ccc(C(C)c2nnc(NC(=S)Nc3ccccc3)s2)cc1 (stereo not drawn),84,110,95,90,90,82,95,103
CN1CCN(c2ccc(Nc3nc(N4CCN(S(=O)(=O)c5ccc(F)cc5)CC4)c4sccc4n3)cc2)CC1,-78*,-95*,.,.,-24*,-100*,.,-97*
C=CCn1cc(-c2nc3ccccc3s2)c2cc(-c3ccc4c5c(cccc35)C(=O)N(CCCC)C4=O)ccc21,95,89,105,99,103,102,103,107
O=C1c2cc3c(cc2-c2c1c1ccc(F)cc1c(=O)n2C[C@H](O)[C@@H](O)[C@H](O)CO)OCO3,4.2*,11,-6.3*,9.7*,-0.3*,-76*,0.2*,-45*
CCn1c(SCC(=O)Nc2cccc(C(=O)/C=C/c3ccccc3Cl)c2)nc2ccccc2c1=O,17,87,93,53,6.7*,99,52,77
COC(=O)Cc1[nH]c(Cl)nc1C(=O)OC,96,107,96,103,101,107,112,88
O=S(=O)(NO)c1ccc(Cl)cc1,96,104,89,99,95,109,98,.
CC(=O)OCc1cc(C(C)(C)C)c(O)c(C(C)(C)C)c1,99,121,100,97,.,105,95,101
Cc1nc2cc(Nc3nc(-c4ccc(Cl)cc4)nc(N4CCOCC4)n3)ccc2n1Cc1ccccc1,83,96,90,93,67,96,67,102
CC(=O)OCc1ccc[n+]([O-])c1,96,109,91,107,101,95,.,98
CCOC(=O)c1ccc(NC(=S)NC(=O)c2ccc(OCC)cc2)cc1,101,113,104,102,98,106,101,98

# As a short view, part of the list above:
SMILES,MCF7,MDA-MB-231,MOLT-4,K-562,RPMI-8226,MDA-MB-435,SR,MDA-MB-468
Cc1cc([N+](=O)[O-])c(Cl)cc1N,101,109,108,109,116,94,114,100
C1CCN(c2nc(=[N+]3CCCCC3)ss2)CC1,94,109,98,102,98,107,99,91

# (cont.)
SMILES,MCF7,MDA-MB-231,MOLT-4,K-562,RPMI-8226,MDA-MB-435,SR,MDA-MB-468
COc1cccc(C)c1[N+](=O)[O-],102,98,94,104,98,105,86,108
CCOC(=O)c1c2c(c(C)n1Cc1ccccc1)-c1nc(Nc3ccccc3)ncc1CC2,73,79,101,67,.,98,.,83
CC(O)(CCO)CCO,99,118,56,.,103,103,80,97
CC/C(=C(\c1ccc(O)cc1)c1ccc(OCCN(C)C(=O)COCCOCCNC(=O)c2cccc3c2CN(C2CCC(=O)NC2=O)C3=O)cc1)c1ccccc1 (stereo not drawn),43,90,.,.,108,100,.,91
Cc1ccc(-n2cc(C=O)c(-c3ccc(S(C)(=O)=O)cc3)n2)cc1,81,90,83,31,109,42,58,103
CCOC(=O)C1=CSC2=NC3=C(CCCC/C3=C\c3ccc(Cl)cc3)C(c3ccc(Cl)cc3)N12 (stereo not drawn),107,112,94,91,103,112,94,111
C=C(C)CCCC(C)C(O)C=O (stereo not drawn),96,.,98,98,97,99,95,104
O=C(/C=C/c1ccc(Oc2ccc(Cl)cc2)cc1)c1ccc(Br)cc1,92,103,98,85,110,103,97,118
CCOC(=O)c1c(N)sc2cc(OC)ccc12,101,104,100,100,110,100,109,116
O=C([O-])C1CCCCC1[I+]c1ccccc1 (stereo not drawn),99,107,90,99,99,108,69,91
NC(N)=Nc1ccc(Nc2cccc(Nc3ccc(Cl)c(C(F)(F)F)c3)c2)cn1,2.2*,31,13,-2.7*,13,30,-32*,-7.2*
Cc1cc(C)nc(NS(=O)(=O)c2ccc(Nc3ccc4c5c(n(CCCN(C)C)c(=O)c4c3)-c3ccccc3C5=O)cc2)n1,31,108,15,75,85,99,23,111
C=C(C)[C@@H]1CC[C@]2(C)[C@H](C=CC3=C4C[C@@](C)(CO)CC[C@]4(C)CC[C@]32C)[C@@]1(C)CCCN,-78*,-76*,-10*,0.3*,-33*,-97*,-31*,-62*
Cc1ccc(-n2nc3c(c(C#N)c2=O)CC(c2ccoc2)C([N+](=O)[O-])=C3O)cc1 (stereo not drawn),104,77,.,.,.,106,.,108
C=C1[C@]2(C(=O)OC)C=C(C=O)C(O)[C@@]1(C)CC1[C@@]3(C)CC[C@H](O)C(C)(C)C3CC[C@]12C (stereo partly drawn),88,105,102,98,87,106,97,94
N#Cc1nc(CC(=O)c2ccc(Cl)c(Cl)c2)c(CC(=O)c2ccc(Cl)c(Cl)c2)nc1C#N,87,.,107,99,103,105,.,105
COc1ccc(-n2ncc3c2CCc2cc(S(=O)(=O)c4ccccc4)c(OCc4ccccc4)nc2-3)cc1,76,91,81,76,84,80,83,88
CCCCCNc1ccc(C#N)c(OCCN2CCCCC2C)c1 (stereo not drawn),82,87,82,71,56,93,80,79
NS(=O)(=O)c1ccc(Nc2ncc3c(n2)CCCC3=O)cc1,97,103,98,101,106,103,102,103
CCCc1c(C(=O)Nc2ccc3c(c2)C(=O)OC3)nnn1-c1ccccc1,84,95,.,38,38,108,19,93
COc1cc(NS(=O)(=O)c2ccc(NC(C)c3ccc4cccnc4c3O)cc2)nc(OC)n1 (stereo not drawn),95,126,120,108,99,102,126,100
CCCn1c(=O)c2[nH]c(-c3ccc(OCc4nc5ccc(C#N)cc5[nH]4)cc3)nc2n(CCC)c1=O,-49*,31,76,42,69,97,60,66
COC(CCP(=O)(c1ccccc1)c1ccccc1)(C(=O)c1ccccc1)c1ccccc1 (stereo not drawn),35,74,18,9.0*,4.9*,71,-8.1*,55
FC(F)(F)c1cccc(-c2nnn(Cc3cc(-c4cccc(Cl)c4)no3)n2)c1,99,117,107,113,102,105,96,102
Cc1ccncc1NC=O,96,110,108,107,100,105,94,107
NS(=O)(=O)c1ccc(NC(=S)NC(=O)c2ccc(Cl)c(Cl)c2)cc1,82,89,.,.,66,86,.,75
Clc1ccc(-c2cn3ccnc3c(-c3ccc4ncn(C5CCCCC5)c4c3)n2)cc1,78,85,91,55,81,63,81,89
COc1ccc(OC)c(-n2cc(C#N)c(N)c2C(=O)c2cc(OC)c(OC)c(OC)c2)c1,106,101,114,92,103,106,110,98
Cc1cc2ccccc2c[n+]1CC(=O)c1ccccc1,92,97,88,86,101,115,96,118
CCOC(=O)Nc1ccc(-n2cnc3cc(-c4ccc(O)cc4)ccc32)cc1,92,96,81,88,88,96,84,133
COC(=O)CC1CSC(=S)N1c1ccc(F)cc1 (stereo not drawn),100,94,99,95,107,100,99,93
S=C1CCCCCN1,99,111,111,107,98,104,102,108
Cc1c2c(c(C)c3c1oc1cc(O)ccc13)C(=O)N(Cc1ccccc1)C2=O,93,50,73,80,77,88,69,59
N#Cc1c(N2CCN(Cc3ccccc3)CC2)nc(=S)[nH]c1-c1ccc([N+](=O)[O-])cc1,117,101,104,99,92,114,88,.
CCC(SCC(N)=O)(C(N)=O)C(C)C (stereo not drawn),86,97,126,115,93,97,107,92
C=CC[C@@H]1C(=O)[C@@H]2C[C@@H](O)[C@@H](O)C[C@]2(C)[C@H]2CC[C@@]3(C)C(=C12)CC[C@@H]3[C@@](C)(O)[C@H](O)CCC(C)(C)O,99,102,87,88,100,99,87,103
Nc1c(C(=O)Nc2cccc3ncccc23)sc2nc3c(cc12)C(=O)CCC3,25,58,67,31,60,-18*,41,12
OCCN(Cc1ccccc1)Cc1ccccc1,95,101,90,107,87,108,102,102
CCCCNC(=O)Oc1ccc(/C(=C(/CC)Cc2ccccc2)c2ccc(OCCN3CCOCC3)cc2)cc1,50,81,55,58,56,100,76,75
Cc1ccc2nc(-c3ccccc3)nn2c1,82,97,100,114,98,113,93,112
COc1cccc(NC(=O)c2sc3nc4c(cc3c2N)C(=O)CCC4)c1,29,15,.,5.6*,0.5*,-37*,3.0*,50
c1cncc(-c2nc3ccccc3[nH]2)c1,85,83,97,102,75,121,91,102
Nc1nc2[nH]cc(CCc3ccc(C(=O)N[C@@H](CCC(=O)O)c4nn[nH]n4)cc3)c2c(=O)[nH]1,104,106,104,100,107,109,102,107
COC(=O)c1cc(-c2ccc(OC)cc2)[nH]c1NNC(C)=O,115,134,94,91,95,98,88,.
CCCCCCCCCCCCCCCCCC,87,104,98,107,97,103,95,109
O=C=Nc1ccc(N=Nc2ccccc2)cc1,83,84,79,91,76,101,87,91
CC(=O)C1CCC2C3CCC4=CC(=O)CCC4(C)C3(C)C(=O)CC12C (stereo not drawn),91,107,92,86,104,99,90,111
COc1ccc(C2=NNC(c3ccc(Oc4ccc(Br)cc4)cc3)C2)cc1OC (stereo not drawn),85,91,100,85,.,.,89,95
O=C1N=c2ccccc2=C/C1=C\c1cc(-c2ccccc2)oc1O,83,98,77,89,94,108,93,94
O=c1c2cnn(-c3ccccc3)c2n2c(CN3CCOCC3)nnc2n1-c1ccccc1,99,106,100,88,102,112,104,116
O=C(/C=C/c1ccccc1)Nc1ncccc1OCc1cn(Cc2ccc(Cl)cc2)nn1,90,96,91,92,93,96,93,106
Cc1[nH]c2ccccc2c1C(C[N+](=O)[O-])c1ccco1 (stereo not drawn),90,98,94,87,99,97,.,97

# Grouped by structure: those above containing a Cl atom (14)
SMILES,MCF7,MDA-MB-231,MOLT-4,K-562,RPMI-8226,MDA-MB-435,SR,MDA-MB-468
Cc1cc([N+](=O)[O-])c(Cl)cc1N,101,109,108,109,116,94,114,100
COC(=O)C1=C(O)C(=O)C(C(=O)OC)N1Cl (stereo not drawn),90,98,105,103,100,109,94,86
CCn1c(SCC(=O)Nc2cccc(C(=O)/C=C/c3ccccc3Cl)c2)nc2ccccc2c1=O,17,87,93,53,6.7*,99,52,77
COC(=O)Cc1[nH]c(Cl)nc1C(=O)OC,96,107,96,103,101,107,112,88
O=S(=O)(NO)c1ccc(Cl)cc1,96,104,89,99,95,109,98,.
Cc1nc2cc(Nc3nc(-c4ccc(Cl)cc4)nc(N4CCOCC4)n3)ccc2n1Cc1ccccc1,83,96,90,93,67,96,67,102
CCOC(=O)C1=CSC2=NC3=C(CCCC/C3=C\c3ccc(Cl)cc3)C(c3ccc(Cl)cc3)N12 (stereo not drawn),107,112,94,91,103,112,94,111
O=C(/C=C/c1ccc(Oc2ccc(Cl)cc2)cc1)c1ccc(Br)cc1,92,103,98,85,110,103,97,118
NC(N)=Nc1ccc(Nc2cccc(Nc3ccc(Cl)c(C(F)(F)F)c3)c2)cn1,2.2*,31,13,-2.7*,13,30,-32*,-7.2*
N#Cc1nc(CC(=O)c2ccc(Cl)c(Cl)c2)c(CC(=O)c2ccc(Cl)c(Cl)c2)nc1C#N,87,.,107,99,103,105,.,105
FC(F)(F)c1cccc(-c2nnn(Cc3cc(-c4cccc(Cl)c4)no3)n2)c1,99,117,107,113,102,105,96,102
NS(=O)(=O)c1ccc(NC(=S)NC(=O)c2ccc(Cl)c(Cl)c2)cc1,82,89,.,.,66,86,.,75
Clc1ccc(-c2cn3ccnc3c(-c3ccc4ncn(C5CCCCC5)c4c3)n2)cc1,78,85,91,55,81,63,81,89
O=C(/C=C/c1ccccc1)Nc1ncccc1OCc1cn(Cc2ccc(Cl)cc2)nn1,90,96,91,92,93,96,93,106

# Screens: PubChem, NCI
